# SUMO1-SIM PPI = alters human SUMO1 binding to SIM partners. P63165. inhibition, % at 20 µM. hit rate 0.33% among 360,000. SUMO1 binding to a labelled peptide, TR-FRET, 1 h. AID 602429; in the data active = inhibition above about 37%
# Target sequence (P63165 whole entry, looked up): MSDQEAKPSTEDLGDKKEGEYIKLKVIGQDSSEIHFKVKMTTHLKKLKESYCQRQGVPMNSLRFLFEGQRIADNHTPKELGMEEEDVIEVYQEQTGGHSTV
# Tb MetRS inh = Trypanosoma brucei MetRS inhibition; purified T. brucei MetRS, ATP depletion, Kinase-Glo luminescence; inhibition, % at 11.9 µM; hit rate 0.4% among 360,000; AID 624268;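 active = inhibition above a per-plate cutoff of the control wells' mean inhibition plus 3 SD, cut at about 5.5% in these data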;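 note: 0% = DMSO wells median and 100% = median of wells with control inhibitor compound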
#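 Test system: purified T. brucei MetRS enzyme. Also added: ATP, methionine and E. coli bulk tRNA substrates. Compound: 11.9 µM single point. Schedule: 15 min enzyme-compound preincubation, 2 h reaction, 10 min detection, 25 °C. Signal: luciferase luminescence of residual ATP, Kinase-Glo. Evaluation: percent inhibition versus plate control medians. Controls: DMSO wells, low control.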
# MsrA inh = inhibits bovine methionine sulfoxide reductase A; hit rate 0.75% among 360,000; AID 651718; purified bovine MsrA, absorbance read-out; inhibition, % at 15.5 µM; in the data active = inhibition above about 4.5%;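 note: 0% = vehicle wells with enzyme and 100% = reference inhibitor wells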
# Scp-1 inhibitor = inhibitors of human Scp-1 phosphatase; Q9GZU7; hit rate 0.88% among 340,000; inhibition, % at 20 µM; Recombinant Scp1, phosphopeptide, malachite green phosphate absorbance;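 active = inhibition above about 50% at 20 µM, limit read from the data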;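 note: plate controls were DMSO wells with enzyme for no effect and wells lacking enzyme for full effect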
# Target sequence (Q9GZU7 76-261 limits assumed): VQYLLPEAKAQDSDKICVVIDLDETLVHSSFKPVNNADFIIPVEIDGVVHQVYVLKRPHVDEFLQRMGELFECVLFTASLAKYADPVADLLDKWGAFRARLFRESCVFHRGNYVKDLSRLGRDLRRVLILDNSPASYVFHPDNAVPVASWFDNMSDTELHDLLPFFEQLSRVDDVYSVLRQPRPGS
#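 Test system: SCP-1 phosphatase catalytic domain, residues 76-261; measured by: colorimetric phosphate reagent with accelerator and stabiliser, absorbance at 630 nm; timing: enzyme reaction 45 min at room temperature, colour 5 min, stabilisation 30 min; also added: Phosphorylated 17-residue peptide substrate; compound dosing: one concentration, 20 µM, with 1.0% DMSO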
# STEP inh = inhibitors of human striatal-enriched phosphatase STEP | recombinant STEP, OMFP fluorogenic substrate, fluorescence | hit rate 0.25% among 360,000 | inhibition, % at 20 µM | AID 588621 | P54829;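 active = inhibition at 20 µM, scaled per plate between control wells, above about 37%, limit read from the data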;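 note: 0% = DMSO with enzyme and substrate and 100% = substrate only without enzyme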
# Target sequence (P54829 whole entry, looked up): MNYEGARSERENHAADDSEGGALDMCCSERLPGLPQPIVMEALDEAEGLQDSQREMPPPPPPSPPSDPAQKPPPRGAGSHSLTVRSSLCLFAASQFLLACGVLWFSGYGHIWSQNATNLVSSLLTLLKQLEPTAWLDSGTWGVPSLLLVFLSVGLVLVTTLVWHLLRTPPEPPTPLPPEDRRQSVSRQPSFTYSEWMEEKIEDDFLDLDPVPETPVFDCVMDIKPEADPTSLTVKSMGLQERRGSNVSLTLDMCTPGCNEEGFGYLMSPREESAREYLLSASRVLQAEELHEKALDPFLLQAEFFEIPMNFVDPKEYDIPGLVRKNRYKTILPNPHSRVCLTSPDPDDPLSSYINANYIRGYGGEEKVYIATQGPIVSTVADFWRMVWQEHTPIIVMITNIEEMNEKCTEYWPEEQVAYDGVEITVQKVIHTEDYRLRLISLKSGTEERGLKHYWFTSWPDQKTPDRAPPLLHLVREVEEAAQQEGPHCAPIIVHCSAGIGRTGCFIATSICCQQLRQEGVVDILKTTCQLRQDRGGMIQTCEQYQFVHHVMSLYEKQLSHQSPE
#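 Assay system: isolated STEP enzyme / Timing: 20 min at room temperature, dark / Doses: 20 µM, 1% DMSO / Technique: fluorescence intensity, excitation 480 nm, emission 540 nm / Reagent: fluorogenic phosphatase substrate OMFP at 25 µM final / Measure: percent inhibition scaled to no-enzyme and uninhibited-enzyme controls, plate-pattern corrected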
# DNMT1 block = DNMT1 (human) enzyme inhibition. P26358. DNMT1 molecular beacon, Hinp1I cleavage, fluorescence. inhibition (reported as % activation of signal), % at 10 µM. hit rate 0.83% among 360,000. AID 588458; in the data active = inhibition above about 50%
# LMPTP inh = LMPTP (human) inhibition; recombinant LMPTP-A, OMFP fluorogenic substrate, fluorescence intensity; AID 651560; hit rate 0.22% among 360,000; inhibition, % at 20 µM;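 active = compounds that cut the enzyme signal by at least half of the control window in the single-dose screen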;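 note: plate controls were DMSO wells with enzyme plus substrate for no effect and substrate without enzyme for full effect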
# Target sequence (P24666 whole entry, looked up): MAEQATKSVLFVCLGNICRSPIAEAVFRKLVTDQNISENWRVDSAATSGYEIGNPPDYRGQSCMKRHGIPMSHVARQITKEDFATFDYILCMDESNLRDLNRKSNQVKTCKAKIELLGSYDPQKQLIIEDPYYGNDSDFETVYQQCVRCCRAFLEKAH
#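 test system = LMPTP-A | amount = 0.625 nM LMPTP-A final | reagent = fluorogenic phosphatase substrate OMFP at 400 µM final | incubation = 50 min at room temperature | benchmarks = no-enzyme low control, uninhibited high control | medium = Bis-Tris pH 6.0, DTT, detergent | signal = fluorescence intensity of OMFP turnover product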
# MsrA act = bovine methionine sulfoxide reductase A activation; activation, % at 10.6 µM; hit rate 0.3% among 360,000; purified bovine MsrA, absorbance read-out; in the data active = activation above about 7.5%;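 note: 0% = vehicle and 100% = reference activator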
# eLon inh = E. coli protease La inhibition | purified E. coli Lon protease, fluorescence polarization | inhibition, % at 7.94 µM | hit rate 0.42% among 360,000; in the data active = inhibition above about 13%, passing the limit was not always enough;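 note: 0% = enzyme with probe and DMSO and 100% = no enzyme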
# CendR NRP1 mod = NRP-1/CendR interaction modulation; inhibition, % at 25 µM; AID 602438; hit rate 0.85% among 360,000; O14786; FAM-RPARPAR peptide binding to NRP-1, fluorescence polarization;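 active = inhibition or corrected inhibition above about 18%, plus a signal ratio from 0.5 to 1.5, limit read from the data, passing the limit was not always enough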; note: strong numbers were not always called active
# Numbers without * were called inactive; nt = not tested or not shown. Rows are unselected. Share with any hit: about 4.3%.
SUMO1-SIM PPI,Tb MetRS inh,MsrA inh,Scp-1 inhibitor,STEP inh,DNMT1 block,LMPTP inh,MsrA act,eLon inh,CendR NRP1 mod,Structure
-5,-0.3,-1.0,0,0,1,-0.3,-8,9,3,Cc1ccc(OCC(=O)NNC(=O)c2ccccc2OCc2c(C)noc2C)cc1
-6,-1.5,-0.2,7,1,-6,0.3,-15,-11,3,NC(=O)c1cc2cc(Cc3ccccc3Cl)ccc2oc1=O
-2,-1.0,1.6,nt,1,0,-0.9,-3,0,-5,Cn1c(=O)[nH]c(=O)c2c1nc(SCc1ccccc1Cl)n2CC(N)=O
-25,-0.5,0.6,0,-1,3,-10,-10,5,12,C#CCOCCOCCOCCNc1nc(N2CCN(C(=O)[C@H](CC(N)=O)n3cc([C@@H](N)CC(N)=O)nn3)CC2)nc(N2CCN(C(=O)[C@H](CC(N)=O)n3cc([C@@H](N)CC(N)=O)nn3)CC2)n1
7,0.1,0.9,-1,-2,0,-0.7,-10,-1,-1,O=C(O)CCCC(=O)Nc1cccc(-c2nc3ccccc3[nH]2)c1
-7,-0.3,-0.8,-4,4,-8,1.3,-1,-20,0,CCCn1c(C(C)Nc2nc(-c3ccc(OC)cc3)cs2)nc2ccccc21 (centres undefined)
1,-0.1,-0.3,-8,2,-2,-3.3,-3,-8,9,CN(C)CCCNC(=S)Nc1ccc(Br)cc1
3,-0.5,0.1,-4,2,2,-0.6,2,1,-8,CNCC/C=C1/c2ccccc2CSc2ccccc21
2,-0.2,0.3,-2,0,0,0.2,-2,5,6,C#CCOCCOCCOCCNc1nc(N2CCOCC2)nc(N2CCN(C(=O)[C@H]([C@@H](C)CC)n3cc(CCCCN)nn3)CC2)n1
-1,-0.6,0.3,-3,1,0,-0.1,3,15*,0,NNC(=O)CSc1ncc(-c2ccccc2)[nH]1
-6,-1.0,-0.4,-1,-1,0,-1.7,-4,12,12,O=C(Cn1cc(C(F)(F)F)ccc1=O)N/N=C/c1ccccc1
-5,-0.8,-0.7,5,2,-1,2.2,0,11,7,CC(C)c1ccc(C2=NN(c3ccccc3)C(=O)CC2)cc1
2,-1.3,-1.5,-1,-1,1,-1.6,-9,-1,-3,CC(C)(C)NC(=O)c1ccc(COCC(F)(F)F)o1
-2,-1.1,-0.3,-1,-1,-8,-2.4,-11,-9,10,Cc1nc2sccn2c1-c1csc(NCc2ccccc2)n1
-5,-0.2,0.5,-9,1,3,-0.5,0,-13,-4,CN(C1CCCCC1)S(=O)(=O)c1ccc(=S)[nH]c1
-2,-1.1,0.5,0,-4,13,-1.0,-10,-8,-5,CCc1nc2cc3sc(CC)nc3cc2s1
-5,-0.6,-0.6,-7,4,0,0.3,-4,4,0,CC(=O)N/C(=C/c1ccc(Cl)cc1)C(=O)NCCc1c[nH]c2ccccc12
5,-0.3,-1.4,-4,0,0,-0.1,-3,6,18,COc1ccc(CNC(=O)C2CCN(C(=O)c3cccc(Cl)c3)CC2)cc1
1,-0.4,-2.3,0,-2,6,-1.7,-9,1,-1,CC1(C)Cc2cccc(C(=O)NC3CCN(Cc4ccccc4)CC3)c2O1
-2,-0.4,-0.1,0,1,-4,-1.1,-7,2,24,CCN1C(=O)[C@H]2[C@@H](c3ccc(-c4ccc5c(c4)OCO5)c(OC)c3)N[C@@](C)(C(=O)OC)[C@H]2C1=O
6,-0.3,0.9,-5,-2,4,-0.6,-3,2,-5,O=S(=O)(Nc1ccc(Cl)cn1)c1ccc2c(c1)OCCO2
1,-0.3,1.1,-7,5,-4,-1.3,-3,-1,-2,COC(=O)c1ccc(N2NC(=O)/C(=C/c3cc(OC)c(OC)c(OC)c3)C2=O)cc1
2,-1.4,-0.3,-2,2,6,0.5,-2,-1,9,CCC(C)(C)NC(=O)CN(C(=O)CCC(=O)Nc1nccs1)c1cccc(C)c1C
1,0.3,-0.2,-1,2,46,-1.4,-3,-7,-15,Cc1ccc(C)c2sc(NC(=O)c3nc4ccccc4s3)nc12
-4,-1.4,0.1,43,-5,1,2.3,-10,-15,3,O=[N+]([O-])c1cc(C(F)(F)F)ccc1N1CCN(S(=O)(=O)c2ccc3ccccc3c2)CC1
4,0.2,1.7,-4,-1,3,-1.7,-2,-9,2,CCOC(=O)C1C(=O)CC(C)(O)C(C(=O)OCC)C1c1ccccc1OC (centres undefined)
-22,-0.1,2.1,-5,-3,-1,-2.2,0,-1,17,O=C(CN1CCOCC1)NNC(=O)c1ccc([N+](=O)[O-])cc1
-9,-0.1,-0.5,1,0,3,-0.6,-2,-3,-2,Cc1c(Cl)ccc2c(C(=O)O)cc(-c3ccccc3)nc12
-1,-0.5,0.5,3,-4,-21,6.1,-5,1,3,Cc1c(-c2cccc(Cl)c2)nc2ccccc2c1C(=O)OCC(=O)Nc1ccc2c(c1)OCO2
6,0.3,-0.5,-3,-1,-3,0.1,-2,6,8,CCc1ccc(NC(=O)Nc2cc(C(=O)NCC3CCCO3)ccc2N2CC3CC(C2)c2cccc(=O)n2C3)cc1 (centres undefined)
1,-0.1,-0.6,1,-1,9,-1.5,-2,5,-6,Cc1noc(C)c1NC(=O)N(C)C[C@H]1Oc2ccc(NC(=O)NC3CCCCC3)cc2C(=O)N([C@H](C)CO)C[C@@H]1C
-36,0.2,-0.2,-7,2,8,1.0,0,-12,2,O=C(Nc1cc([N+](=O)[O-])ccc1C(=O)NCCN1CCOCC1)c1ccccc1
-4,-0.1,-0.1,1,0,-5,1.5,-3,11,5,COc1ccc(NC2CCCN(C(=O)C3(C)CCCCC3)C2)cc1OC (centres undefined)
-11,-0.6,-0.1,-7,-3,8,-1.3,-5,-7,-5,O=C1C(=O)N(CCN2CCOCC2)C(c2ccccn2)/C1=C(/O)c1ccc(Cl)cc1 (centres undefined)
-9,-0.1,0.1,nt,-2,-25,3.1,1,12,-3,COc1ccc(Cl)cc1NC(=O)CN(C)C(=O)c1cn(-c2ccccc2)nc1-c1cccs1
-30,0.9,3.5,-7,2,3,-0.2,-6,-11,15,Cc1nonc1OCCNc1ccc([N+](=O)[O-])cc1[N+](=O)[O-]

# 2 entries drawn at random from the list so far:
SUMO1-SIM PPI,Tb MetRS inh,MsrA inh,Scp-1 inhibitor,STEP inh,DNMT1 block,LMPTP inh,MsrA act,eLon inh,CendR NRP1 mod,Structure
-9,-0.1,-0.5,1,0,3,-0.6,-2,-3,-2,Cc1c(Cl)ccc2c(C(=O)O)cc(-c3ccccc3)nc12
1,-0.4,-2.3,0,-2,6,-1.7,-9,1,-1,CC1(C)Cc2cccc(C(=O)NC3CCN(Cc4ccccc4)CC3)c2O1

# Later entries:
SUMO1-SIM PPI,Tb MetRS inh,MsrA inh,Scp-1 inhibitor,STEP inh,DNMT1 block,LMPTP inh,MsrA act,eLon inh,CendR NRP1 mod,Structure
2,-0.5,0.1,-5,-5,-6,-0.9,-8,6,11,CN(C)S(=O)(=O)c1cccc(NC(=O)COC(=O)CCC(=O)c2cccs2)c1
16,1.0,1.0,14,1,-5,0.4,-5,-5,8,Cc1ccc(S(=O)(=O)N(CC(=O)N/N=C/c2ccccc2C(=O)O)c2cc(Cl)cc(Cl)c2)cc1
-1,-0.9,-0.2,0,-9,-2,1.3,-8,-6,6,Cc1cc(N2CCCCC2)nc(SCC(=O)c2ccccc2)n1
0,-0.5,-0.8,-6,4,-4,-0.2,1,5,2,Cc1cc(C)c2nc(N3CCC(C(=O)NCc4cccnc4)CC3)sc2c1
16,1.0,-0.1,1,-1,-10,1.4,-2,4,18,CCOC(=O)C(CCSC)Nc1nc(Cl)nc(Nc2ccc(Cl)cc2)n1 (centres undefined)
3,0.5,0.7,-20,-3,-1,1.2,-1,0,6,C=CC[C@@H](Cc1ccc(F)cc1)C(=O)OC[C@H]1CCCN1C(=O)[C@@H](CC=C)CC(=O)N(CCO)Cc1ccccc1
-6,-1.0,-1.1,-12,-2,0,-2.0,-7,7,-2,COc1cccc(CN(C)CC(=O)Nc2cccc3ccccc23)c1
9,0.2,-0.7,-3,0,-1,-3.2,3,-13,5,CCCN1CC(O)=C(C#N)C1=O
3,-0.8,0.0,-11,-6,1,-1.6,-11,5,3,Cc1ccc(Cl)cc1N1CCN(S(=O)(=O)c2c(C(=O)N3CCOCC3)c(C)n(C)c2C)CC1
-39,-1.3,2.4,-6,0,-1,-1.4,-6,-7,13,N#Cc1c(-c2cccc([N+](=O)[O-])c2)nc2n(c1=O)CCS2
-3,-1.3,0.8,0,4,3,-0.5,-4,-18,-49,CCc1ccc(-c2cc(C(=O)NCc3ccco3)c3ccccc3n2)s1
4,0.0,0.3,1,-1,0,2.9,-5,-1,8,CCc1ccc(C(=O)NNc2ccc(F)cc2)cc1
9,0.4,0.7,nt,-1,-3,-0.1,1,-10,-5,CSc1cccc(CNC(=O)C2CCC(=O)N(CCc3ccccc3)C2)c1 (centres undefined)
-2,-0.4,-1.1,-2,0,-4,0.2,-2,-11,-9,Cc1c(-c2cccc(Cl)c2)nc2ccccc2c1C(=O)NC1CC1
0,-0.7,1.0,15,-3,1,0.5,-11,2,12,CC(=O)N/N=C(\C)CC(=O)Nc1cccc(C(F)(F)F)c1
7,-0.4,-1.0,-2,0,41,2.0,-5,-9,-5,COCCn1c(SCC(=O)Nc2ccc(F)cc2)nc2c([nH]c3ccccc32)c1=O

# Ten successive entries already listed, for reference:
SUMO1-SIM PPI,Tb MetRS inh,MsrA inh,Scp-1 inhibitor,STEP inh,DNMT1 block,LMPTP inh,MsrA act,eLon inh,CendR NRP1 mod,Structure
-6,-1.0,-1.1,-12,-2,0,-2.0,-7,7,-2,COc1cccc(CN(C)CC(=O)Nc2cccc3ccccc23)c1
9,0.2,-0.7,-3,0,-1,-3.2,3,-13,5,CCCN1CC(O)=C(C#N)C1=O
3,-0.8,0.0,-11,-6,1,-1.6,-11,5,3,Cc1ccc(Cl)cc1N1CCN(S(=O)(=O)c2c(C(=O)N3CCOCC3)c(C)n(C)c2C)CC1
-39,-1.3,2.4,-6,0,-1,-1.4,-6,-7,13,N#Cc1c(-c2cccc([N+](=O)[O-])c2)nc2n(c1=O)CCS2
-3,-1.3,0.8,0,4,3,-0.5,-4,-18,-49,CCc1ccc(-c2cc(C(=O)NCc3ccco3)c3ccccc3n2)s1
4,0.0,0.3,1,-1,0,2.9,-5,-1,8,CCc1ccc(C(=O)NNc2ccc(F)cc2)cc1
9,0.4,0.7,nt,-1,-3,-0.1,1,-10,-5,CSc1cccc(CNC(=O)C2CCC(=O)N(CCc3ccccc3)C2)c1 (centres undefined)
-2,-0.4,-1.1,-2,0,-4,0.2,-2,-11,-9,Cc1c(-c2cccc(Cl)c2)nc2ccccc2c1C(=O)NC1CC1
0,-0.7,1.0,15,-3,1,0.5,-11,2,12,CC(=O)N/N=C(\C)CC(=O)Nc1cccc(C(F)(F)F)c1
7,-0.4,-1.0,-2,0,41,2.0,-5,-9,-5,COCCn1c(SCC(=O)Nc2ccc(F)cc2)nc2c([nH]c3ccccc32)c1=O
